HMGR II inh = inhibitors of class II HMG-CoA reductase from Enterococcus faecalis | purified E. faecalis HMGR, NADPH absorbance 340 nm kinetic | inhibition, % at 10 µM | 0.41% of 190,000 active | AID 1066;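 active = inhibition above a set limit, the median over all tested compounds plus 3 SD, cut at about 9.5% in these data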;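 also: enzyme runs in reverse so mevalonate oxidation gives rising NADPH absorbance; 0% = complete reaction with DMSO and 100% = background rate lacking mevalonate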
Diaph inh CS = diaphorase inhibition or chemical oxidation counter-screen. 0.69% of 190,000 active. diaphorase resazurin-to-resorufin fluorescence, NADH, 16 min; bacterial (C. kluyveri) enzyme, not human. inhibition, % at 20 µM;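 active = primary screen inhibition at 20 µM above a set limit, cut at about 50% in these data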;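 also: plate controls were DMSO with full reaction for no effect and wells lacking NADH for full effect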
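Benchmarks: positive control wells lacking NADH, neutral wells with DMSO only. System: bacterial diaphorase enzyme (C. kluyveri). Input: 0.14 U/mL diaphorase, enzyme working solution. Detection: resorufin fluorescence, excitation 544 nm, emission 590 nm. Times: 16-min room-temperature incubation before reading.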
Diaphorase act = counter-screen for diaphorase-based assays: diaphorase activators and chemical reducers | activation factor at 20 µM | Diaphorase/resazurin coupled assay, resorufin fluorescence, 16 min; stronger effect = higher value; 1 = vehicle wells, 0 = NADH-free wells | AID 1229 | 0.005% of 190,000 active;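 active = diaphorase activity raised at least twofold by the compound at 20 µM; inactive = activation factor below 2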
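Material: purified diaphorase enzyme from Clostridium kluyveri / Medium: HEPES pH 7.4 buffer with MgCl2 and Tween 20 / Schedule: enzyme reaction of 16 min at room temperature / Measured by: resorufin fluorescence, excitation 544 nm, emission 590 nm / Evaluation: rise in resorufin formation, marking diaphorase activation or chemical reduction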
G6PDH counter = L. mesenteroides G6PDH inhibition counter-screen; Purified L. mesenteroides G6PDH, diaphorase/resazurin coupled fluorescence, 45 min; inhibition, % at 5 µM; 0.12% of 200,000 active; AID 1020; in the data active = inhibition above about 50%
TNAP act hiacc = activators of human TNAP at high phosphate acceptor concentration; P05186; purified TNAP, CDP-star luminescence, 1 M DEA, 30 min; stronger effect = higher value; 0 = EDTA background, 1 = DMSO-only activity; activation factor at 20 µM; 200,000 tested, under 10 active;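 active = activation factor at least 2 at 20 µM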
Target sequence (P05186 whole entry, looked up): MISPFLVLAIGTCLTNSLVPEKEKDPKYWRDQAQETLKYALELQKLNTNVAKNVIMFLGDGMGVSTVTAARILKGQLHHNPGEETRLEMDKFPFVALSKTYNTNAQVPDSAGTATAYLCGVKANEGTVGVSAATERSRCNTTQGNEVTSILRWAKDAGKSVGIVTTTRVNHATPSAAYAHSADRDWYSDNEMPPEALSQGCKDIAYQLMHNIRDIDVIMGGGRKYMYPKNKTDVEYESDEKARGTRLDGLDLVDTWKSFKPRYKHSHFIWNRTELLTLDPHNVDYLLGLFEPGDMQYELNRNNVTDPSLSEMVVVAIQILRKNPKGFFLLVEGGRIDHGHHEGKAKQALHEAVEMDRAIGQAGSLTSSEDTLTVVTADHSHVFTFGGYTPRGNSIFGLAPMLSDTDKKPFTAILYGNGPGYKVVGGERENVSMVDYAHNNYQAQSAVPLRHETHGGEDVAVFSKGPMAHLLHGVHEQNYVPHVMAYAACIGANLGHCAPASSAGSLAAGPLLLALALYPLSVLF
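Measured by: Luminescent substrate turnover signal | Test system: Human TNAP | Input: TNAP 1/800 final | Dosing: 20 µM single point | Schedule: 30 min, room temperature | Controls: EDTA wells as negative control, DMSO wells as positive control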
TNAP inh no acc = blocks human TNAP activity with no phosphate acceptor present | inhibition, % at 20 µM | P05186 | 0.26% of 200,000 active | purified TNAP, CDP-star luminescence, 30 min;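 active = tissue-nonspecific alkaline phosphatase inhibition above about 50% at 20 µM in the single-dose screen, limit read from the data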;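 also: 0% = DMSO negative control and 100% = EDTA positive control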
PMI act satM6P = PMI (human) activation, high substrate; coupled PMI enzyme assay, resazurin fluorescence, 20 min; stronger effect = higher value; 1 = untreated enzyme, 0 = substrate-free blank; activation factor at 20 µM; 0.34% of 190,000 active; AID 1216;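 active = activation factor of 2 or more at 20 µM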
Target sequence (P34949 whole entry, looked up): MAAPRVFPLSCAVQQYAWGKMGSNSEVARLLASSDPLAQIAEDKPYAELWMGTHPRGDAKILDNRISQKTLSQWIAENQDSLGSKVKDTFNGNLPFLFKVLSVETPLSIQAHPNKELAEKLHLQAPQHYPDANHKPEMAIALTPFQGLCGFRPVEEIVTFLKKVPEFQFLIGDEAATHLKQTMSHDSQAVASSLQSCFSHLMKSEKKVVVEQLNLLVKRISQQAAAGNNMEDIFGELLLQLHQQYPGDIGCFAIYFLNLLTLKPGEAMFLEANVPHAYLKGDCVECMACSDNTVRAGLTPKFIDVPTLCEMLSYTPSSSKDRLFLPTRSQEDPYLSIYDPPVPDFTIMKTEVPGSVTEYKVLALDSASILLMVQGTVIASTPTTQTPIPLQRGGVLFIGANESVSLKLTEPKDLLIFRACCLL
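Test system: human PMI in coupled enzyme assay; Input: PMI at 15 ng/mL final; Medium: HEPES buffer, pH 7.4; Schedule: 20 min incubation at room temperature; Technique: resorufin fluorescence at Ex 544/Em 590 nm; Compound: 20 µM single dose; Probe or stimulus: Near-saturating mannose-6-phosphate, 1.0 mM.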
TNAP inh hiacc = inhibitors of human TNAP at high phosphate acceptor concentration. P05186. purified TNAP, CDP-star luminescence, 1 M DEA. inhibition, % at 20 µM. 0.03% of 200,000 active. AID 1135;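 active = over 50% inhibition of tissue-nonspecific alkaline phosphatase at 20 µM in the single-dose screen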;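 also: plate controls were DMSO wells for no effect and EDTA-quenched wells as full inhibition for full effect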
FLuc stim CS = firefly luciferase counter-screen for stimulation assays | activation factor at 10 µM | AID 1027 | ATPlite luciferase biochemical, luminescence, 10 min; 0 = ATP-free wells, 1 = DMSO control | P08659 | 200,000 tested, under 10 active;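 active = luciferase activation factor, scaled between plate controls, of at least 2 with compound at 10 µM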
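Assay system: Luciferase/luciferin detection reagent, cell-free biochemical luciferase assay / Also added: ATP substrate / Schedule: 10 min at ambient temperature / Measured by: luminescence measurement of luciferase light output / Benchmarks: low control with PBS replacing ATP, high control enzyme plus ATP without compound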
PMI act = activators of human phosphomannose isomerase; 0.005% of 190,000 active; activation factor at 20 µM; purified human PMI, coupled resazurin fluorescence, 20 min; stronger effect = higher value; 1 = vehicle control, 0 substrate-free wells;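 active = activation factor of 2 or more at 20 µM, relative to plate controls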
The depositor's hits bear a star.

SMILES | HMGR II inh | Diaph inh CS | Diaphorase act | G6PDH counter | TNAP act hiacc | TNAP inh no acc | PMI act satM6P | TNAP inh hiacc | FLuc stim CS | PMI act
O=c1cc(CSc2nnnn2-c2ccccc2)nc2sccn12 | 0 | 4 | 1 | 4 | 1 | -16 | 0.9 | -3 | 1.1 | 1
CCCCn1c(CCCNC(=O)CC)nc2ccccc21 | -6 | -14 | 1.1 | 24 | 1.1 | -1 | 0.9 | -6 | 0.9 | 1
CCOC(=O)c1[nH]c2ccccc2c1NC(=O)c1ccc2c(c1)OCO2 | 1 | 7 | 0.9 | 8 | 1 | -8 | 0.9 | -2 | 1 | 1
CCOC(=O)c1cc2c(=O)n3ccccc3nc2n(CCCOC)c1=NC(=O)c1ccncc1 | -7 | 6 | 0.9 | -3 | 1 | -8 | 1.1 | -4 | 1 | 1.3
O=C1c2ccccc2C(=O)N1CCc1csc(-c2cccc(Cl)c2)n1 | -8 | 28 | 0.7 | -20 | 1 | -2 | 0.8 | 4 | 1 | 0.7
NS(=O)(=O)c1ccc(NC(=O)/C=C/c2ccccc2Cl)cc1 | 0 | 12 | 0.9 | 2 | 0.9 | -12 | 1 | 6 | 1 | 1
Cc1ccc(CNc2ncc(-c3ccccc3)n2C)o1 | 1 | 14 | 0.9 | 5 | 1 | -7 | 0.9 | -1 | 1 | 0.9
O=c1oc2ccccc2cc1-c1csc(NN=C2CCCC2)n1 | -1 | 10 | 0.9 | -21 | 1 | -16 | 1.1 | -1 | 1.1 | 0.9
Cc1ccc(C(=O)Nc2ccc(C(=O)/C=C/c3cccs3)cc2)cc1 | -4 | 1 | 1 | 4 | 1 | -4 | 1 | 2 | 0.9 | 1
O=C(N/N=C/c1ccc(O)cc1)c1cc[n+](Cc2ccccc2)cc1 | -4 | 5 | 1 | 11 | 1 | 11 | 1.1 | 5 | 1 | 0.9
COc1ccccc1NC(=O)c1nn(-c2ccc(OC(F)(F)F)cc2)ccc1=O | -1 | 2 | 1 | -26 | 1 | -16 | 1 | 2 | 1.1 | 1
CN1CCN(S(=O)(=O)c2ccc(Sc3nnc(-c4cccs4)n3-c3ccccc3)nc2)CC1 | -6 | 3 | 1 | 11 | 1 | -11 | 0.9 | 0 | 1.1 | 1
O=C1c2ccccc2C(Nc2ccc(S(=O)(=O)N3CCOCC3)cc2)N1c1cccnc1 (stereo not drawn) | -3 | 14 | 0.9 | 0 | 1 | -14 | 1 | -4 | 1.1 | 1
COc1cccc(OCc2cc(/C=N/NC(=O)c3ccn[nH]3)ccc2OC)c1 | 2 | 13 | 0.9 | 4 | 1 | -18 | 1 | -2 | 1 | 0.9
Cc1cc(Sc2nc(N(C)C)nc(N(C)C)n2)nc(Cl)n1 | -6 | -17 | 1.2 | 13 | 1 | -9 | 1.1 | -4 | 1 | 1.1
CC(=O)/C(N=Nc1ccc2c(c1)OCCO2)=C(\C)O | -8 | 2 | 1 | -5 | 0.9 | 9 | 1 | 12 | 0.7 | 1.1
CSc1cccc(NC(=O)CN(Cc2ccc(Cl)cc2)S(C)(=O)=O)c1 | -3 | 18 | 0.8 | -3 | 1.1 | -12 | 0.9 | -5 | 1.1 | 0.9
O=C(O)CCC(=O)Nc1nc2ccc([N+](=O)[O-])cc2s1 | 5 | 2 | 1 | 3 | 0.9 | 2 | 1.1 | 6 | 1 | 1.1
COc1ccc(C2NC(=S)NC3=C2CCc2ccccc23)cc1OC (stereo not drawn) | 2 | 17 | 0.8 | 5 | 1 | -3 | 0.7 | 0 | 1 | 0.8
CCOC(=O)CC1C(=O)NCCN1S(=O)(=O)c1cc(Cl)c(Cl)cc1Cl (stereo not drawn) | 2 | 1 | 1 | 15 | 1 | 2 | 1 | 0 | 1.1 | 1
Cc1ccc(C)c(NC(=O)C2CC(Cl)=CCC2C(=O)O)c1 (stereo not drawn) | -3 | 5 | 1 | 4 | 1 | 0 | 1.1 | 0 | 1 | 1
CN(C(=O)c1ccccc1C(=O)OCC(=O)NCc1cccs1)C1CCCCC1 | -2 | 7 | 0.9 | 2 | 1 | -10 | 1 | 0 | 1.1 | 1
COc1ccc(C2(C(=O)Nc3ccc(C(=O)N4CCOCC4)cc3)CCOCC2)cc1 | -6 | 3 | 1 | 4 | 1.1 | 0 | 1 | -6 | 1.1 | 1
CCCn1c(=O)c2ccccc2n2c(SCC(=O)c3ccc(CC)cc3)nnc12 | -8 | -6 | 1.1 | 7 | 1 | 0 | 1.1 | -5 | 1.1 | 1.1
Cc1nc2ccc(N)cc2c(=O)n1Cc1ccc(Cl)cc1 | -6 | 10 | 0.9 | 8 | 1 | -11 | 1 | -3 | 1 | 0.9
CC(C)(C)CC(=O)Nc1ccc(Nc2ccccc2)cc1 | -7 | 10 | 0.9 | 11 | 1 | 0 | 1 | -1 | 0.8 | 0.9
COc1cc(S(=O)(=O)N2CCCCCC2)ccc1-n1cnnn1 | -1 | 38 | 0.6 | 2 | 1.1 | 5 | 0.8 | -6 | 1.1 | 0.9
CC(NC(=O)C12CC3(C)CC(C)(CC(C)(C3)C1)C2)C(=O)O (stereo not drawn) | -8 | -1 | 1 | 12 | 1 | -14 | 1 | -5 | 1 | 1
CCn1c(-c2ccc(C(C)(C)C)cc2)n[nH]c1=S | -3 | 31 | 0.7 | -1 | 1 | 17 | 0.8 | 0 | 1 | 0.9
O=C(Nc1ccc(F)cc1Cl)c1ccc2c(=O)n3c(nc2c1)CCCCC3 | -1 | 11 | 0.9 | 1 | 1 | 0 | 1 | -3 | 1 | 1
CNc1ccccc1C(C)(C)c1cc(-c2ccco2)n[nH]1 | 3 | 26 | 0.7 | 10 | 1 | -9 | 0.6 | -2 | 1.1 | 1
CCNC(=S)NNC(=O)c1ccc(=O)n(Cc2ccccc2)c1 | -2 | 2 | 1 | 14 | 1 | -89 | 0.9 | -3 | 1 | 0.9
CCCOc1ccc(N2CC(C(=O)Nc3ccccc3F)CC2=O)cc1 (stereo not drawn) | -3 | 26 | 0.7 | 3 | 1 | -6 | 0.9 | -2 | 1 | 0.9
N#C/C(=C/c1ccc(N2CCCCC2)o1)c1cccc(F)c1 | 0 | 29 | 0.7 | 1 | 0.9 | -12 | 0.9 | 9 | 0.9 | 0.8
O=C(Nc1nccs1)c1cc(S(=O)(=O)N2CCOCC2)c(Cl)cc1Cl | -4 | 7 | 0.9 | 1 | 1 | -7 | 1 | -2 | 1.1 | 1
CCOc1ccccc1-n1c(SCC(=O)NCc2ccco2)nnc1-c1ccncc1 | -4 | 17 | 0.8 | -2 | 1.1 | -17 | 1 | -6 | 1.1 | 0.9
O=C(CN1C(=O)c2ccccc2C1=O)NCC1COc2ccccc2O1 (stereo not drawn) | 1 | 9 | 0.9 | 8 | 1 | 0 | 1 | -4 | 1.1 | 1
CCn1c(SCC(=O)Nc2ccc(NC(C)=O)cc2)nnc1C1CC1 | 1 | 13 | 0.9 | 3 | 1.1 | -12 | 1 | -8 | 1 | 1

Of the compounds above, 7 have an aryl thioether with sulfur outside any ring:
SMILES | HMGR II inh | Diaph inh CS | Diaphorase act | G6PDH counter | TNAP act hiacc | TNAP inh no acc | PMI act satM6P | TNAP inh hiacc | FLuc stim CS | PMI act
O=c1cc(CSc2nnnn2-c2ccccc2)nc2sccn12 | 0 | 4 | 1 | 4 | 1 | -16 | 0.9 | -3 | 1.1 | 1
CN1CCN(S(=O)(=O)c2ccc(Sc3nnc(-c4cccs4)n3-c3ccccc3)nc2)CC1 | -6 | 3 | 1 | 11 | 1 | -11 | 0.9 | 0 | 1.1 | 1
Cc1cc(Sc2nc(N(C)C)nc(N(C)C)n2)nc(Cl)n1 | -6 | -17 | 1.2 | 13 | 1 | -9 | 1.1 | -4 | 1 | 1.1
CSc1cccc(NC(=O)CN(Cc2ccc(Cl)cc2)S(C)(=O)=O)c1 | -3 | 18 | 0.8 | -3 | 1.1 | -12 | 0.9 | -5 | 1.1 | 0.9
CCCn1c(=O)c2ccccc2n2c(SCC(=O)c3ccc(CC)cc3)nnc12 | -8 | -6 | 1.1 | 7 | 1 | 0 | 1.1 | -5 | 1.1 | 1.1
CCOc1ccccc1-n1c(SCC(=O)NCc2ccco2)nnc1-c1ccncc1 | -4 | 17 | 0.8 | -2 | 1.1 | -17 | 1 | -6 | 1.1 | 0.9
CCn1c(SCC(=O)Nc2ccc(NC(C)=O)cc2)nnc1C1CC1 | 1 | 13 | 0.9 | 3 | 1.1 | -12 | 1 | -8 | 1 | 1

Screening data deposited in PubChem by several laboratories.
